From PubChem BioAssay
EPAC1 antag: qHTS for Antagonist of cAMP-regulated guanine nucleotide exchange factor 3 (EPAC1): primary screen. Potency, µM (top dose mostly 115 µM), for the others: top-dose activity change, negative = inhibition, usual class: inhibitors. hit rate 0.14% among 360,000. EPAC1 GEF assay, Rap1b-BODIPY-GDP exchange fluorescence. Rap guanine nucleotide exchange factor 3 (Homo sapiens), O95398;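 note: potency is the fitted concentration of half-maximal effect; plate controls were vehicle for no effect and positive control for full effect; nearly all actives have a fitted effect of over 50% in size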
Target sequence (O95398 whole entry, looked up): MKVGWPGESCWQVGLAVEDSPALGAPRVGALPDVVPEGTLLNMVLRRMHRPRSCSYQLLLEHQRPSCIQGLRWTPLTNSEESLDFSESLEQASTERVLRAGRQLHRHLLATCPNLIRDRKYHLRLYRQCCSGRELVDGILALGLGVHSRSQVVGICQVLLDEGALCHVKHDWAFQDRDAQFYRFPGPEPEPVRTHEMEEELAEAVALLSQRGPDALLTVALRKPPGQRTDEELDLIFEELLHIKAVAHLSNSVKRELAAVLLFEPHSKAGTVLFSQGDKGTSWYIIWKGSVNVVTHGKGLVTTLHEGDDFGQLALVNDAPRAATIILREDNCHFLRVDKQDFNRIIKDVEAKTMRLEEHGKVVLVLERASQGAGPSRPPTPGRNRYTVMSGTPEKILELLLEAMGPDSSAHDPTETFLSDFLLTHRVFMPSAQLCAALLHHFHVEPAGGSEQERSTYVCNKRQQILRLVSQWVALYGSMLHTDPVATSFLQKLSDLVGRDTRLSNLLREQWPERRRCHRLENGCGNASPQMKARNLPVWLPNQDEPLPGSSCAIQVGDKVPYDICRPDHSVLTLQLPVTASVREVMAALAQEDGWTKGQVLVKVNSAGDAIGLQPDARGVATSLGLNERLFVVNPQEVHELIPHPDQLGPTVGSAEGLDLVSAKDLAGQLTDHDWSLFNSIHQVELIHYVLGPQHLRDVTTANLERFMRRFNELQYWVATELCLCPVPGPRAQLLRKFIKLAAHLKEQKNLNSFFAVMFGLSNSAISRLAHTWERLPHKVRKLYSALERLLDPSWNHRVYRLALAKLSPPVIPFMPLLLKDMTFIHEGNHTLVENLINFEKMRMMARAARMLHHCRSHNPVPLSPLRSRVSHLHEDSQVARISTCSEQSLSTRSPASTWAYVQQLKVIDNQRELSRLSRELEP
WRN inhibitor: qHTS for Inhibitors of WRN Helicase; Bifunctional 3'-5' exonuclease/ATP-dependent helicase WRN (Homo sapiens), Q14191; WRN helicase unwinding, fluorescent forked duplex, kinetic; Potency, µM (series often up to 114 µM), inactives show at the highest dose activity change, negative = inhibition, usual class: inhibitors; hit rate 0.46% among 360,000; AID 651768, 2012; note: potency is the fitted concentration of half-maximal effect; % is set by controls: 0 for no effect and ±100 for the full control effect; nearly all actives have a fitted effect of over 55% in size
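Primary qHTS, 1536-well format. 20 nM WRN + compound, 15 min RT; start with 100 nM forked fluorophore/quencher duplex, 2 mM ATP (final); kinetic read ex 525/em 598 nm.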
CCT modulator: High-Throughput Screening for Modulators of Cytosolic Chaperonin Activity; purified chaperonin ATPase assay, HTRF ADP detection, 30 min; activity change, % (no concentration beside the values), hits read low; hit rate 0.3% among 360,000; AID 651819, 2012; in the data active = activity change below about -30%; note: % is set by controls: 0 for no effect and ±100 for the full control effect
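TRiC at 40 or 20 nM final (batch-dependent) in 30 mM Tris pH 7.4, 100 mM KCl, 5 mM MgCl2, 1 mM DTT, with compound at single 76 uM and 10 uM ATP, 30 min at 37 deg C. ADP detected by HTRF Transcreener, 665/615 ratio.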
PI5P4K alpha inh: qHTS for Inhibitors of phosphatidylinositol 5-phosphate 4-kinase (PI5P4K); Phosphatidylinositol 5-phosphate 4-kinase type-2 alpha (Homo sapiens), P48426; PI5P4Kalpha enzyme, ADP-Glo luminescence, 60 min; active compounds read low; max response, %; hit rate 1.2% among 330,000; AID 652105, 2013; active = max response of -50% or lower; inconclusive = between -30% and -50%; inactive = -30% or higher; note: value at the top dose of about 77 µM; % is set by controls: 0 for no effect and ±100 for the full control effect
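Controls without substrate or without enzyme flank wells where PI5P4Kalpha converts substrate using 5 microM ATP (final). Incubation lasts 60 minutes at room temperature; ADP formed is read by ADP-Glo luminescence.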
EPAC1 ag: qHTS for Agonist of cAMP-regulated guanine nucleotide exchange factor 3 (EPAC1): primary screen; Rap guanine nucleotide exchange factor 3 (Homo sapiens), O95398; EPAC1 agonist qHTS, biochemical assay; response scale: 100% = response to 6.5 mM cAMP; Potency, µM (titrated, usually from 154 µM), without a hit: top-dose activation, most hits filed as activators; hit rate 0.073% among 360,000; AID 720707, 2013; note: potency is the fitted concentration of half-maximal effect; nearly all actives have a fitted effect of over 60% in size
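Nucleotide exchange assay: 100 nM EPAC1 with 250 nM Rap1B loaded with BODIPY-GDP and 50 uM GDP, room temperature. Fluorescence (480/540 nm) read every 5 min for 30 min; signal change normalized to 6.5 mM cAMP as full agonist.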
PLK1 PBD block: qHTS for Inhibitors of PLK1-PDB (polo-like kinase 1 - polo-box domain): Primary Screen | hit rate 2.8% among 360,000 | Potency, µM, for inactives: max response, negative = inhibition, most hits filed as inhibitors | Plk1 PBD binding of FITC phosphopeptide, fluorescence polarization | Serine/threonine-protein kinase PLK1 (Homo sapiens), P53350; note: potency is the fitted concentration of half-maximal effect; series mostly up to about 57 µM; % is set by controls: 0 for no effect and ±100 for the full control effect; nearly all actives have a fitted effect of over 65% in size
EPAC2 ag: qHTS for Agonist of cAMP-regulated guanine nucleotide exchange factor 4 (EPAC2): primary screen; Rap guanine nucleotide exchange factor 4 (Homo sapiens), Q8WZA2; hit rate 0.079% among 360,000; Potency, µM (series often up to 154 µM), inactives show at the top dose activation, usual class: activators; EPAC2 activation, biochemical qHTS; response scale: 100% = 6.5 mM cAMP response; note: potency is the fitted concentration of half-maximal effect; nearly all actives have a fitted effect of over 50% in size
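Setup: EPAC2 100 nM, labeled Rap1B complex 250 nM, free GDP 50 uM. Compound titrations pinned in, brief spin, 5 min room temperature incubation. Kinetic fluorescence read over 30 min, normalized to 6.5 mM cAMP.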
IL-2 act: qHTS of IL-2 Activators; hit rate 0.065% among 360,000; activation, % (series mostly up to about 46 µM); IL-2 activation reporter assay, cell-based qHTS; stimulated with anti-CD3/CD4/CD28 beads; in transgenic mouse T cells; in the data active = activation above about 50%; inconclusive = mostly about 30% to 49%; note: 0% is about no effect
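Readout: EGFP and DsRed signals by fluorescent plate cytometry. Unstimulated transgenic mouse T cells received compound 60 min before antibody-bead stimulation, then incubated 18 h at 37 degrees C.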
Starred values were filed as active, the others as inactive; ? = inconclusive; nt = no result given; & = joins results of further samples; [ ] = another dose, or the depositor's remark. Unless noted, calls come from the whole dose curve; as a rule, active = well fitted curve in the direction sought with a large enough effect; inconclusive = small, poorly fitted or top-dose-only effect, or another doubt; inactive = no such curve, though single readings can be large; an effect the other way counts as inactive or inconclusive. This is a subset (hit frequency here may not be typical).

SMILES	EPAC1 antag	WRN inhibitor	CCT modulator	PI5P4K alpha inh	EPAC1 ag	PLK1 PBD block	EPAC2 ag	IL-2 act
Cc1ccc(OCC(=O)N2N=C(c3ccc(Cl)cc3)CC2c2ccco2)c([N+](=O)[O-])n1 (stereo not drawn)	-6%	-10%	-2.2	5	1%	-10%	-4%	0.2
Cc1cccc(OCC(=O)NC(Cc2c[nH]c3ccccc23)C(=O)O)c1C (stereo not drawn)	-14%	-27%	-0.8	-21	7%	-25%	12%	0.5
COc1ccc(CCN2CC(C(=O)NCc3cn(C)nc3C)CCC2=O)cc1 (stereo not drawn)	8%	5%	-2.9	0	-6%	-11%	9%	-0.5
O=c1onc(-c2ccc(Cl)cc2)n1Cc1ccc(F)cc1	1%	-13%	-1.5	10	8%	-2%	6%	-2.6
CCOc1ccc(S(=O)(=O)Nc2ccn(C)n2)cc1	-22%	-2%	2.5	-2	11%	-6%	8%	0.1
COCc1c(C(=O)N2CCN(Cc3ccc4c(c3)OCO4)CC2)oc2ccccc12	-18%	1%	-1.7	-2	4%	-9%	20%	0.3
COc1ccccc1OCCNC(=O)C1CC(=O)N(Cc2ccccc2)C1 (stereo not drawn)	2%	4%	1.6	-2	-2%	7%	-8%	1.1
O=C(O)c1ccc(C=NN=C2c3ccccc3-c3ccccc32)cc1	-14%	-15%	0.5	28	-3%	?	0%	-4.0
COc1ccc(N2CCN(C(=O)COC(=O)CC(NC(N)=O)c3ccc(Cl)cc3)CC2)cc1 (stereo not drawn)	3%	6%	-0.2	-16	0%	10%	5%	-1.3
c1ccc(-c2nc3ccccc3s2)nc1	-13%&12%	7%&1%	-4.3&-0.5	-2	0%&-4%	-7%&3%	10%&8%	-1.2&0.3
Cc1ccc(-c2nn3nnnc3c3ccccc23)cc1	-3%	-4%	-2.1	2	0%	1%	0%	1.1
CCOC(=O)c1ccc(S(=O)(=O)NCCN2CCOCC2)cc1	-4%	-6%	-1.5	-1	-3%	-10%	3%	0.0
COc1cccc(-c2nn(-c3ccccc3)cc2C(=O)Nc2nccs2)c1	4%	-3%	-5.4	1	12%	1%	-2%	-4.3
COc1ccc(C)cc1NC(=O)C(OC(=O)C1=NNC(=O)CC1)c1ccccc1 (stereo not drawn)	-11%	12%	-0.7	0	-3%	-5%	-10%	-0.8
CC(=O)Nc1ccc(S(=O)(=O)Nc2c(C)nn(-c3ccccc3)c2C)cc1	7%	1%[57.1 µM]	-3.3	nt	-4%	-1%	5%	1.0
COc1ccc(CCNC(=O)CNC(=O)N2CC(=O)Nc3ccccc32)cc1OC	8%	-3%	-2.4	0	1%	3%	3%	0.8
CN1OC[C@@H]2CN(Cc3ccccc3)[C@H](c3ccc(-n4ccnc4)cc3)C[C@@H]21	-5%	-11%	-3.4	5	8%	-5%	1%	-0.2
CC(C)Cc1nnc(NC(=O)CCC(=O)Nc2ccccc2F)s1	16%	10%	0.6	4	-2%	3%	0%	1.0
O=C(Nc1cc(Cl)ccc1N1CCOCC1)c1ccc2c(c1)OCO2	-2%	2%	-0.9	4	-5%	0%	11%	-1.4
COc1c(C)c2c(c(O)c1C/C=C(\C)CCC(=O)O)C(=O)OC2	-4%	11%	-3.6	0	-5%	-4%	7%	0.1
Cc1csc(SCC(=O)Nc2nncs2)n1	-13%	0%	-2.3	1	1%	-14%	9%	0.2
COc1cc(CC(=O)N2CCC(n3nccc3NC(=O)C3CC3)CC2)cc(OC)c1OC	-5%	-23%	-1.4	-6	1%	-4%	3%	-4.0
CCOC(=O)c1cnc(SC)nc1Nc1cccc(F)c1	3%	-14%	-1.2	nt	-5%	-7%	-6%	-1.9
O=C(O)C1CCN(S(=O)(=O)N2CCOCC2)CC1	4%	7%	0.8	nt	8%	-6%	10%	-1.4
CC1(c2nnnn2Cc2ccccc2)CCC(=O)N1CC1CCCCC1 (stereo not drawn)	?	-1%	1.5	3	-4%	-8%	3%	2.5
Cc1nc(SCn2nnc3ccccc3c2=O)nc(C)c1C	-1%	7%	-0.1	-1	9%	-16%	4%	-0.7
COc1ccc(CCNS(=O)(=O)c2cccc(S(=O)(=O)N3CCCC3)c2)cc1OC	-1%	-3%	-2.1	7	-12%	-2%	6%	-0.3
CCc1cccc(CC)c1NC(=S)NCc1ccc2[nH]c(C)cc2c1	-6%	-7%	0.3	-3	1%	-5%	16%	-3.1
COc1cc(/C=C(\NC(=O)c2ccccc2)C(=O)Nc2nccs2)ccc1OC(C)=O	-22%	2%[57.1 µM]	-1.0	2	-4%	-12%	5%	1.5
COc1ccc(C)cc1-n1nnnc1SC/C(O)=C(\C#N)c1nc2ccccc2[nH]1	-10%	-14%	-3.4	?	6%	-9%	5%	-1.4
Cc1nn(C)c(C)c1CCC(=O)N1CCCC(Nc2ccc(C(C)C)cc2)C1 (stereo not drawn)	14%	4%	-1.9	-1	-2%	-2%	-2%	-1.0
CCN(CCn1cccn1)C(=O)c1cc(COc2c(F)cccc2F)on1	-2%	3%	-0.6	-1	6%	-11%	11%	0.3
NNC(=S)Nc1ccc(OC(F)(F)F)cc1	?	-6%	1.4	4	16%	-14%	10%	-0.6
O=[N+]([O-])c1ccc(NCCc2ccccc2)c(Br)c1	4%	-7%	0.7	11	19%	-6%	7%	-0.5
Cc1ccc(OC(C)C(=O)OCC(=O)Nc2sccc2C(N)=O)cc1 (stereo not drawn)	3%	2%	0.8	-3	1%	3%	5%	-4.8
COc1cccc(CSc2nnc(-c3ccncc3)n2C)c1	3%	-2%	-0.6	-2	5%	0%	3%	-1.7
Cc1nc2ccccc2nc(C)c1=NOCc1ccc(C#N)cc1	-6%	0%	-2.5	3	5%	-10%	13%	-1.8
O=C(Nc1cnn(Cc2ccc(Cl)c(Cl)c2)c1)c1nc2ncccn2n1	-6%	4%	0.1	-12	-4%	-6%	-9%	-0.1
COc1ccc2oc(C)c(C(=O)c3ccc([N+](=O)[O-])cc3)c2c1	7%	-3%	-0.4	-9	5%	1%	6%	2.7
O=C(COC(=O)c1ccccc1O)NNC(=O)c1ccc(Br)cc1	-4%	1%	-2.7	-5	-14%	-2%	-3%	-0.3
Cc1nc2sc(C(c3ccc(Cl)cc3)N3CC(C)OC(C)C3)c(O)n2n1 (stereo not drawn)	-11%	0%	0.2	-2	-2%	2%	9%	-1.1
CCN(c1ccc(C)c(C)c1)S(=O)(=O)c1c(C)[nH]c(=O)[nH]c1=O	0%	-7%	3.8	nt	3%	-6%	3%	-1.9
COc1ccc2c(c1)[C@H]1[C@H](CO2)[C@H](c2ccccc2)[C@]2(C)C(=O)Nc3ccc(Br)cc3C(=O)N12	?	-16%	1.1	3	1%	-13%	19%	0.9
Cc1ccc(-c2nc(CS(=O)(=O)CC(=O)NC3CC3)c(C)o2)cc1	-10%	6%	-0.4	-6	-8%	5%	3%	-0.7
CCc1cc(=O)oc2c(CNCc3c(F)cccc3Cl)c(O)ccc12	-4%	-1%	-1.2	0	0%	-4%	1%	-2.1
COC(=O)c1cc(C#N)c(Oc2ccc(F)cc2)nc1C	0%	-6%	3.0	2	-7%	-1%	1%	-3.7
CC#CC(=O)N1CCC(Oc2cccc(C(=O)NCc3ccccn3)c2)CC1	-3%	-3%	-0.7	8	-6%	3%	-2%	3.1
O=C(COC(=O)c1ccc(OC(F)F)cc1)NCc1cccs1	-2%	-1%	-0.3	-2	-11%	-1%	0%	-0.8
CCc1noc(C)c1C(=O)NCCc1ccc(OC)c(OC)c1	-4%	4%	-1.0	nt	11%	-10%	-4%	-1.7
O=C1CCCC(O)=C1N=Nc1ccc(C(=O)O)cc1	-16%	32µM*	-0.1	?	7%	?	-1%	2.6
Cc1cccc(N2CCN(C(=O)c3ccc(N4CCCC4=O)cc3)CC2)c1C	-6%	2%	0.6	-1	3%	-10%	10%	0.4
O=C(N/N=C/c1cccc(Br)c1)c1ccc(Cn2cc(Br)cn2)o1	-11%	5%	-2.5	-6	14%	-7%	20%	-5.2
Cc1c(NS(=O)(=O)c2ccc(C(=O)N(C)Cc3cccc(Cl)c3Cl)cc2)c(=O)n(-c2ccccc2)n1C	1%	-11%	2.2	-1	-1%	-2%	-2%	1.0
Cn1c(=O)cc(SCC(=O)N2CCCC2)c2cc(Cl)ccc21	0%	6%	-2.7	-1	6%	-7%	6%	-0.9
COc1ccc(C(=S)N2CCOCC2)cc1OC(=O)c1ccc(C)cc1	-25%	0%	1.6	-1	11%	-16%	14%	0.4
CCOC(=O)C1(Cc2ccccc2C(F)(F)F)CCN(Cc2ccon2)CC1	-11%	1%	0.1	-1	-3%	3%	0%	-0.8
CCOc1ccc(N2CC(C(=O)NCc3nnnn3-c3ccc(C)c(C)c3)CC2=O)cc1 (stereo not drawn)	-7%	-7%	0.3	5	-9%	-3%	1%	-1.1
CC1CCCCN1C(=S)NC(=O)c1cccs1 (stereo not drawn)	-14%	-5%	-4.1	1	0%	-9%	5%	-0.3
Cc1noc(C(=O)NCc2cccnc2)c1Cl	8%	0%	-2.0	-3	-7%	-1%	-4%	-1.7
O=c1sc2ccccc2n1COc1ccccc1	-17%	-15%	-2.2	nt	17%	-6%	23%	2.3
O=S(=O)(c1cnc[nH]1)N1CCc2ccccc21	9%	0%	-1.3	-3	-5%	44%[activator]	10%	-0.7

Look-ups from the results shown.
`Cc1ccc(OCC(=O)N2N=C(c3ccc(Cl)cc3)CC2c2ccco2)c([N+](=O)[O-])n1` (stereo not drawn) – EPAC1 antag: -6%
`COc1ccc(C(=S)N2CCOCC2)cc1OC(=O)c1ccc(C)cc1` – PI5P4K alpha inh: -1
`COc1ccc2oc(C)c(C(=O)c3ccc([N+](=O)[O-])cc3)c2c1` – IL-2 act: 2.7
